TSHR antagonist: antagonists of human thyroid stimulating hormone receptor; TSHR-expressing cells, TSH-stimulated cAMP HTRF, 2 h; active compounds read low; activity change, negative = inhibition, % at 11.5 µM; AID 504810; 0.2% of 330,000 active;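 active = activity change below a set negative limit, meaning inhibition stronger than a set level, cut at about -70% in these data; inconclusive = activity change between two set negative limits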; also: % is scaled to controls: 0 for no effect and ±100 for the full control effect
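Freshly harvested TSHR cells receive pin-tooled compound, then EC80 TSH at 4nM final. After 2 hours at 37 deg C, antibody in lysis buffer and cAMP-d2 are added; 30 minutes at ambient temperature precede the HTRF read.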
S-ASM inh: blocks human secretory acid sphingomyelinase; Potency, µM (doses to about 57.5 µM), for inactives: at the top dose activity change, negative = inhibition, actives largely listed as inhibitors; 0.006% of 340,000 active; placental ASM, HMU-PC fluorogenic substrate, 60 min; P17405; also: potency is read from the fitted curve at half-maximal effect
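Human placenta-derived ASM preincubated with compound 10 min at room temperature, then reacted with 9 uM (final) fluorogenic HMU-PC substrate for 60 min at 37 C. Stop solution raises pH to 10; fluorescence read at Ex 386/Em 447 nm.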
TCR activator: activates T cell receptor signaling; primary human leukocytes, anti-CD3, IL-2 HTRF, 48 h; 330,000 tested, under 10 active; Potency, µM (doses to about 9.22 µM), without a hit: top-dose activation of IL-2 secretion, actives largely listed as activators; also: % of control where 0% means no effect
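Primary human leukocytes receive a-CD3 beads and test compound and are incubated 48 hr. Secreted IL-2 is then assayed by HTRF, measuring 665nm acceptor emission after 320nm excitation of the europium donor.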
Eya2 phos inh: blocks the phosphatase activity of human Eya2; 0.006% of 330,000 active; Potency, µM (highest dose often 76.9 µM), without a hit: at the top dose activity, negative = inhibition, hits mostly inhibitors; O00167; recombinant Eya2, OMFP fluorescence dephosphorylation (OMFP is methylfluorescein phosphate); also: potency is read from the fitted curve at half-maximal effect; % is scaled to controls: 0 for no effect and ±100 for the full control effect
Target sequence (O00167 whole entry, looked up): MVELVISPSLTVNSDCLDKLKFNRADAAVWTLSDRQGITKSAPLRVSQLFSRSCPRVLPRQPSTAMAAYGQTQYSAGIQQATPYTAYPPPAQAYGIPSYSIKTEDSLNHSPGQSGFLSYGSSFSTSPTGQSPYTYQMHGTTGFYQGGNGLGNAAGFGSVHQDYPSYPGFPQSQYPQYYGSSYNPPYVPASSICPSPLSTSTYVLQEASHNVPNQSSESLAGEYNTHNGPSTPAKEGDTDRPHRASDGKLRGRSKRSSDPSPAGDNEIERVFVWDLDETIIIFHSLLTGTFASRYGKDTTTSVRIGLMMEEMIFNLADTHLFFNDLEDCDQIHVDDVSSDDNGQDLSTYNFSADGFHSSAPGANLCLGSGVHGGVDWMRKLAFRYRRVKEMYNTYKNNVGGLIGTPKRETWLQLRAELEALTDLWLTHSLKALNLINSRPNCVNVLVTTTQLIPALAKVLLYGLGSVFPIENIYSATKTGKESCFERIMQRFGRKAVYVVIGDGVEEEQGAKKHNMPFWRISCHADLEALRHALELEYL
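Eya2 protein (added as 0.2 uM solution) was preincubated with compound for 10 min at ambient temperature in 50 mM HEPES pH 7.5, 50 mM NaCl, 5 uM MgCl2, 0.05% BSA, 1 mM DTT. OMFP (added at 50 uM) then reacted 10 min; fluorescence read at 485/525 nm.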
a7 integrin act: activates integrin-mediated alleviation for muscular dystrophy; alpha7betagal myoblasts, beta-gal FDG fluorescence, 48 h; Potency, µM (highest dose often 38.3 µM), inactives show at the highest dose activation, most hits filed as activators; 0.064% of 350,000 active; AID 624291;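 also: potency is read from the fitted curve at half-maximal effect; 100% = response of the positive control SU9516; nearly all actives have a fitted effect of over 60% in size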
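alpha7betagal+/- myoblasts (passage 13, 250/well) treated 48 h at 37C with compounds at 1:260 dilution of DMSO stock. Lysed, then beta-galactosidase activity read as FDG fluorescence (ex 480/em 540) after 30 min, with pre-read for autofluorescence.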
Mito fusion act: inhibitors of mitochondrial division or activators of mitochondrial fusion | S. cerevisiae fusion-defective mutant growth rescue, CellTiterGlo 48 h | 0.23% of 320,000 active | AID 485298 | Potency, µM (top dose mostly 46.1 µM), for the others: at the top dose growth rescue (activation), actives largely listed as activators;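 also: potency is read from the fitted curve at half-maximal effect; % of control where 0% means no effect; nearly all actives have a fitted effect of over 45% in size; temperature-sensitive fusion mutants such as fzo1-1 at 37 °C on non-fermentable ethanol glycerol medium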
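Yeast fusion mutant, YPEG (non-fermentable carbon), compound, 48 h at 37C non-permissive; CellTiterGlo added, 10 min RT, luminescence read. Rescued growth = division inhibition.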
AT treatment: potential ataxia-telangiectasia treatments restoring KAP-1 phosphorylation. […] A-T fibroblasts, KAP-1 phosphorylation AlphaLISA; neocarzinostatin DNA damage 30 min before lysis. 0.19% of 320,000 active. AID 485349. Potency, µM (top dose mostly 57.5 µM), for the others: at the highest dose activation, actives largely listed as activators; also: potency is read from the fitted curve at half-maximal effect; % of control where 0% means no effect; nearly all actives have a fitted effect of over 45% in size
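hTERT-immortalized A-T patient fibroblasts ([…]), 500 cells/well in OPTI-MEM, 1% FBS, got compounds for 60 min, then NCS for 30 min at 37C. Lysates were then assayed for phospho-KAP-1 by AlphaLISA (anti-pKAP1 donor, anti-KAP1 acceptor beads), 6 hr at 25C.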
BCR signal inh: chronic active BCR signaling inhibition; ABC-DLBCL IkBa-CBG/CBR reporter, luminescence ratio, 4 h; Potency, µM (doses to about 46.1 µM), for the others: at the highest dose ratio change, negative = lower green/red ratio, actives largely listed as inhibitors; 0.05% of 340,000 active; active = well fitted inhibition curve with a large enough effect in the signal ratio, with a control signal flat, not every such curve was filed as active; inconclusive = small, poorly fitted or top-dose-only effect, or effect the other way, or a change in a side signal; the % refers to the signal ratio;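 also: potency is read from the fitted curve at half-maximal effect; plate controls were basal doxycycline-induced cells for no effect and cells given 10 µM MG132 for full effect; MG132 reads +100%, hits lower the ratio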
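TMD8 human ABC-DLBCL cells with doxycycline-inducible IκBα–green luciferase fusion and unfused red luciferase, in 0.5% FBS medium; compounds up to 46 uM, 4 h at 37C. Green/red luminescence ratio, filter-overlap corrected, fitted to concentration-response curves.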
ELG1 DNA repair: inhibitors of ELG1-dependent DNA repair in HEK293T cells; HEK293T ELG1-luciferase reporter, luminescence, 16 h; DNA damage induced by 5-fluorouridine; Potency, µM (doses to about 46.1 µM), for the others: at the highest dose activity change, negative = inhibition, actives largely listed as inhibitors; 2.3% of 330,000 active; AID 504467; also: potency is read from the fitted curve at half-maximal effect; % is scaled to controls: 0 for no effect and ±100 for the full control effect; nearly all actives have a fitted effect of over 55% in size
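DMSO vehicle served as the neutral condition. Each well held 2,000 cells given 5-fluorouridine plus compound; after 16 hr at 37 °C/5% CO2, ONE-Glo was added and luciferase measured 30 min later.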
TSG101-PTAP inh: blocks PTAP/TSG101 interaction to inhibit HIV-1 budding. Q99816. Fluorescence polarization, FITC-PTAP peptide / Tsg101 binding. Potency, µM (top dose mostly 115 µM), for inactives: at the highest dose activity change, negative = inhibition, most hits filed as inhibitors. 340,000 tested, under 10 active. AID 493005; active = well fitted inhibition curve with a large enough effect in the main read-out, with a control signal flat, not every such curve was filed as active; inconclusive = small, poorly fitted or top-dose-only effect, or effect the other way, or a change in a side signal; inactive = no such curve, though single readings can be large or run the other way; also: potency is read from the fitted curve at half-maximal effect; % of control where 0% means no effect
Target sequence (Q99816 whole entry, looked up): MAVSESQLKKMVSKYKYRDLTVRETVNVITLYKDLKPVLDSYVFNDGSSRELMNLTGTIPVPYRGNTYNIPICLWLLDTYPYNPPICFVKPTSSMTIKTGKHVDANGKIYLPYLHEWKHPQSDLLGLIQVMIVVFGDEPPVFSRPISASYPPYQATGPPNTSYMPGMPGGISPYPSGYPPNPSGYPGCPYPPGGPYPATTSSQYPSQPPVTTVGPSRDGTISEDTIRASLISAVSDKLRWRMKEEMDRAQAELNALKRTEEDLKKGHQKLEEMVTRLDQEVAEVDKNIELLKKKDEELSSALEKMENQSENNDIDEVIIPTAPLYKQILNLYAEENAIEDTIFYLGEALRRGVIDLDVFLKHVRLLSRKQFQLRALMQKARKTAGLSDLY
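FP read-out: FITC-PTAP peptide, 50 nM final, binding Tsg101 binding domain, 10 uM final; 20 min, r.t.; 10 mM HEPES pH 7.5, 0.15 M NaCl, 0.01% Tween 20, 3 mM EDTA, 0.1 mM TCEP.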
Tb PFK block: inhibitors of T. brucei phosphofructokinase. O15648. T. brucei PFK, ADP-Glo luminescence. Potency, µM (series often up to 57.5 µM), without a hit: top-dose activity, negative = inhibition, actives largely listed as inhibitors. 0.17% of 330,000 active;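 also: potency is read from the fitted curve at half-maximal effect; 0% = uninhibited 1x PFK enzyme wells and -100% = no-enzyme wells; nearly all actives have a fitted effect of over 60% in size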
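Compounds were pin-transferred as a titration series up to 57 uM into substrate buffer (0.5 mM F6P, 0.1 mM ATP, pH 8.0), then 1.25 nM PFK was added and reactions ran 45 min before ADP-Glo detection.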
Numbers without * were called inactive; ? = inconclusive; nt = no result given; [ ] = another dose, or the depositor's remark. Unless noted, calls follow the shape of the dose curve; as a rule, active = well fitted curve in the direction sought with a large enough effect; inconclusive = small, poorly fitted or top-dose-only effect, or another doubt; inactive = no such curve, though single readings can be large; an effect the other way counts as inactive or inconclusive.

Under each structure – TCR activator | a7 integrin act | Tb PFK block | Mito fusion act | ELG1 DNA repair | S-ASM inh | TSHR antagonist | TSG101-PTAP inh | Eya2 phos inh | BCR signal inh | AT treatment
O=S(=O)(Nc1ncccn1)c1ccc(NC(=S)Nc2ccc(Cl)cc2)cc1
    -6% | -45%[inhibitor] | -8% | -4% | 0% | -12% | -1 | -7% | 0% | 12% | 5%
Cc1nc(SCC(=O)c2cc3ccccc3oc2=O)c(C#N)c(-c2cccs2)c1C(=O)Nc1ccccc1
    -1% | 20% | 1% | -7% | ? | 31%[activator] | -7 | 4% | 15% | 1% | 1%
COc1ccc(/C=C2/NC(=O)CNC2=O)cc1
    1% | 0% | 1% | 15% | 1% | 2% | 21 | 0% | 4% | 1% | 13%
CCN(CC(=O)Nc1c(F)cccc1F)C(=O)CCCNC(=O)c1ccc(Cl)cc1
    -5% | -7% | -4% | 0% | 19% | 4% | 22 | 0% | 3% | -13% | 11%
CC(NC(=O)CNC(=O)c1ccco1)c1ccc(S(N)(=O)=O)cc1 (stereo not drawn)
    -6% | 16% | 0% | -7% | 10% | 5% | 4 | -5% | -8% | ? | 9%
O=c1ncn(-c2ccccc2F)c2ncccc12
    7% | -14% | 0% | 1% | 10% | 4% | 12 | -2% | -13% | ? | -5%
COc1cc(C2C(C#N)=C(N)Oc3c2c(-c2ccccc2)nn3-c2ccccc2)cc(OC)c1OC (stereo not drawn)
    10%[46.1 µM] | 6% | 3% | -2% | 16% | -4% | -26 | 0% | -2% | ? | 2%
CCOC(=O)c1oc2c(CN3CCCCC3C)c(O)ccc2c(=O)c1-c1ccc(OC)c(OC)c1 (stereo not drawn)
    0% | 12% | -6% | -3% | -4% | -3% | 3 | 2% | 12% | -1% | -6%
CC1=C(C(=O)N2CCOCC2)C(c2ccccc2F)NC(=O)N1 (stereo not drawn)
    -8% | -18% | 0% | 0% | 11% | 5% | 4 | 6% | 6% | 3% | -2%
O=C(C1CCC1)N1CCN(S(=O)(=O)c2ccc(F)cc2)CC1
    0% | 0% | ? | 4% | 26% | 3% | 6 | -4% | 7% | 3% | 8%
CCOC(=O)C1(CC2CCCCO2)CCN(Cc2cc(F)ccc2-n2cccn2)CC1 (stereo not drawn)
    nt | -18% | 5% | 2% | ? | 2% | -10 | 1% | 2% | ? | -1%
O=C(CCn1nnc(-c2cccs2)n1)NC1CCCCC1
    nt | 1% | 0% | 3% | 4% | 1% | -7 | -4% | 6% | -7% | 2%
CN(C)C=NC(=O)c1cc(C(=O)c2ccc(Cl)cc2)c[nH]1
    -7% | 15% | -6% | -1% | ? | -6% | 14 | -1% | -9% | -1% | -2%
CN1C(=O)c2ccc(NC(=S)NC(=O)C(C)(C)C)cc2C1=O
    2%[46.1 µM] | -8% | 0% | 2% | 13% | 1% | 12 | -4% | -2% | 0% | 1%
COc1ccccc1NC(=O)CN1C(=O)NC(CC(C)C)C1=O (stereo not drawn)
    nt | 13% | 2% | 0% | 1% | 5% | -3 | 1% | -7%[15.4 µM] | 0% | 4%
O=C(CN1C(=O)/C(=C/c2ccccc2)SC1=S)NC1C=CS(=O)(=O)C1 (stereo not drawn)
    -2% | -33%[inhibitor] | 1% | -2% | 10% | -4% | -3 | -3% | -1% | ? | -4%
COC(=O)c1sccc1NC(=O)Nc1ccccc1Cl
    -1% | -16% | 2% | 1% | 0% | -12% | -9 | -5% | -7% | -15% | 4%
CCOC(=O)c1c(C)[nH]c(C(=O)OCC(=O)Nc2ccccc2)c1C
    62% | 40% | 1% | -3% | ? | -8% | -12 | 1% | 5% | -2% | 12%
O=C(O)c1ccc(COc2c(F)c(F)cc(F)c2F)o1
    -3% | 0% | 0% | 0% | 12% | 6% | -1 | -7% | -3% | 0% | 9%
C/C(CC(=O)Nc1cc(C)ccn1)=N\NC(=O)c1cccc(F)c1
    1% | ? | 1% | -4% | 22% | -1% | -4 | -4% | 7% | ? | 0%
COCCn1c(SCC(=O)Nc2cc(C(C)(C)C)nn2-c2ccccc2)nnc1-c1ccncc1
    5%[46.1 µM] | -9% | 2% | -1% | -18% | 4% | 5 | -2% | 4% | -7% | -2%
O=C1NC(=O)/C(=C\c2ccccc2OCc2ccccc2)S1
    -2% | 16% | -5% | 5% | ? | -4% | -28 | -12% | 1% | ? | -2%
O=C(COC(=O)C1(c2ccc(Cl)cc2)CCCC1)NCc1ccco1
    1% | -4% | -4% | 2% | -17% | 1% | 2 | -3% | 5% | 10% | 5%
O=C(c1ccccn1)N1CC=C(c2ccccc2)CC1
    -2% | 5% | -6% | -1% | 17% | 0% | 1 | -1% | 2% | 15% | 2%
O=C(CSc1nc(O)cc(=O)n1-c1ccccc1)NC1CCCCC1
    -7% | 28% | -1% | -2% | 15% | -5% | 11 | -3% | 8% | 7% | 6%
O=C(CCn1cnc2ccccc21)N/N=C/c1ccccc1O
    1%[46.1 µM] | -28% | -6% | -6% | ? | 490%[activator] | 4 | -5% | -17% | -3% | -2%
CCCCN(C(=O)c1cccc2c(=O)c(C)c(-c3ccccc3)oc12)c1ccccc1
    0%[46.1 µM] | 15% | 6% | -18% | ? | -16% | 124 | -5% | -15% | ? | -3%
CNC[C@H](CC1CCCCC1)NC[C@H](NCCC1CCCC1)[C@H](C)O
    5% | -10% | 5% | -10% | 17% | 2% | 0 | 1% | -2% | ? | -6%
COc1ccc(OC)c(S(=O)(=O)N2CCC3(CC2)OCCN3S(=O)(=O)c2cccs2)c1
    -1% | 2% | -6% | 1% | -17% | 1% | 2 | 0% | -24% | ? | 13%
COc1ccc(C(=O)NNC(=O)c2ccccc2[N+](=O)[O-])cc1[N+](=O)[O-]
    -10% | ? | -6% | -1% | 0% | 2% | 2 | 1% | 20% | -3% | -12%
Cc1ccc2c(c1)Cc1nc3ccccc3nc1-2
    2% | -21% | -13% | -1% | ? | 45%[activator] | -8 | 0% | -15% | ? | -1%
O=C(CC1C(=O)NCCN1Cc1ccc(F)cc1)NCCOc1cccnc1 (stereo not drawn)
    -19% | 11% | 2% | 0% | 11% | 7% | 3 | -7% | 4% | 0% | 7%
COc1ccc(CCNC(=O)c2ccc3nc(-c4ccco4)c(-c4ccco4)nc3c2)cc1OC
    -3% | 7% | ? | -1% | ? | 361%[activator] | -15 | -8% | -19% | ? | -3%
COc1ccc(C(=O)n2cc(C(=O)c3cc(C)ccc3O)cn2)cc1OC
    2%[46.1 µM] | 19% | -8% | 7% | 23µM* | 3% | 17 | -10% | 1% | -7% | 22%
CC(=O)Nc1ccc(NC(=O)CSc2nnc3c4ccccc4n(C)c3n2)cc1
    1% | -5% | 2% | -4% | 4% | -2% | 4 | 0% | 9% | -5% | 7%
O=C(O)c1cccc(Nc2nc3ccccc3nc2NS(=O)(=O)c2ccc(F)cc2)c1
    -3% | 28% | 0% | nt | 27% | 21% | -4 | -4% | -6% | 6% | 2%
Cc1ccc(NC(=O)c2ccc(CSc3nccc(C)n3)cc2)cc1
    6% | -16% | 3% | 2% | ? | -3% | 6 | 0% | 2% | ? | -2%
Cc1cc(C(=O)NC(=S)Nc2cccc(C(=O)O)c2C)ccc1[N+](=O)[O-]
    1% | 0% | -3% | 1% | 6% | -1% | -12 | 2% | 22% | ? | 5%
COc1cc2c(cc1OC)C(C)N(C(=O)C(NC(=O)c1ccccc1)C(C)C)CC2 (stereo not drawn)
    -1% | -12% | -2% | 30% | -15% | -1%[11.5 µM] | 15 | -1% | -33% | 0% | -20%
Cc1cc2nnc(SCC(=O)NCC(c3ccccc3)N(C)C)n2c2ccccc12 (stereo not drawn)
    1% | -11% | 4% | 2% | 8% | 3% | 1 | nt | 6% | 0% | -9%
CC(C)N1C(=O)N(c2ccccc2)C(C)(O)CC1(C)C (stereo not drawn)
    10%[46.1 µM] | 7% | 1% | 0% | 19% | 6% | 9 | -1% | -25% | 4% | 2%
